Screening results: PubChem BioAssay, National Center for Advancing Translational Sciences (NCATS)
EPAC2 antagonist: qHTS for Antagonist of cAMP-regulated guanine nucleotide exchange factor 2 (EPAC2): primary screen; Rap guanine nucleotide exchange factor 4 (Homo sapiens), Q8WZA2; 360,000 tested, 0.18% active; Potency, µM (highest dose often 114 µM), inactives show at the top dose activity, negative = inhibition, most hits filed as inhibitors; EPAC2 GEF exchange of Rap1B-BODIPY-GDP, fluorescence; AID 720708, 2013; also: % is scaled to controls: 0 for no effect and ±100 for the full control effect; nearly all actives have a fitted effect of over 45% in size; many of its hits are not listed in these tables
aSyn rescue: qHTS of alpha-syn Inhibitors | AID 652106, 2013 | Potency, µM (top dose mostly 46.1 µM), inactives show at the top dose growth rescue (activation), actives largely listed as activators | Yeast expressing alpha-synuclein, growth rescue, BacTiter-Glo, 24 h | 370,000 tested, 0.14% active; also: % of control where 0% means no effect; nearly all actives have a fitted effect of over 65% in size
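Readout is rescue of growth in alpha-synuclein-expressing yeast, so inhibitors of toxicity appear as activators. Growth after 24 hr at 30 deg C in galactose medium is quantified by luminescence.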
TDP-43 yeast inh: qHTS of TDP-43 Inhibitors; TDP-43 expressing yeast growth rescue, BacTiter-Glo, 24 h; Potency, µM (highest dose often 46.1 µM), inactives show top-dose growth rescue (activation), actives largely listed as activators; 410,000 tested, 1.8% active; AID 652104, 2013; also: % of control where 0% means no effect; nearly all actives have a fitted effect of over 50% in size
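Luminescence from BacTiter-Glo reports growth of TDP-43-expressing yeast after 24 hr at 30 deg C with compound. Cells were raffinose-pregrown to mid-log, then seeded in galactose medium at OD600=0.02.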
EPAC1 antag: qHTS for Antagonist of cAMP-regulated guanine nucleotide exchange factor 3 (EPAC1): primary screen. Potency, µM (doses to about 115 µM), for the others: top-dose activity change, negative = inhibition, actives largely listed as inhibitors. 360,000 tested, 0.14% active. Rap guanine nucleotide exchange factor 3 (Homo sapiens), O95398. AID 720709, 2013. EPAC1 GEF assay, Rap1b-BODIPY-GDP exchange fluorescence;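 also: plate controls were vehicle for no effect and positive control for full effect; nearly all actives have a fitted effect of over 50% in size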
PTHR1 ag: qHTS for PTHR1 Agonists: Primary Screen | Parathyroid hormone/parathyroid hormone-related peptide receptor (Homo sapiens), Q03431 | HEK293 GP2 PTHR1 cells, GloSensor cAMP luminescence, 1 h | Potency, µM (doses to about 115 µM), for inactives: at the highest dose activation, hits mostly activators | 410,000 tested, 0.075% active | AID 743266, 2014; also: nearly all actives have a fitted effect of over 55% in size; some results filed as inactive show a strong effect at the top dose; inactives centre near -15; many of its hits are not listed in these tables
Target sequence (Q03431 whole entry, looked up): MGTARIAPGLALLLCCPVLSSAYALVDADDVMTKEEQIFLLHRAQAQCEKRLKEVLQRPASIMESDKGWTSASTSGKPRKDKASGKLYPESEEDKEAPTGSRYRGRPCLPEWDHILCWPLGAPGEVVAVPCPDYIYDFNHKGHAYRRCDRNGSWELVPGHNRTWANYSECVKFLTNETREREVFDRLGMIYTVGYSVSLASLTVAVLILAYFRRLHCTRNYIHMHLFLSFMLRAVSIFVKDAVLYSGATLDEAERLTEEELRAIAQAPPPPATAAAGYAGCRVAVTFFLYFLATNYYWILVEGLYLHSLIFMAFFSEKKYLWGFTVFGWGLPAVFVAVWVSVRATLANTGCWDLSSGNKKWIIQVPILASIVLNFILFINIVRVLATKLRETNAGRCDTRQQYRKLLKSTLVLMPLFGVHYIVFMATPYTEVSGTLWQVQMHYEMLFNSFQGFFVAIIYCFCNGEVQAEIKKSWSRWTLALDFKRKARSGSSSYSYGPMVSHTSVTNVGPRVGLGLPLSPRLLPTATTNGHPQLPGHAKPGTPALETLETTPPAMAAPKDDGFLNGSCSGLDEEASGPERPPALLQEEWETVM
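HEK-293-derived GP2 cells expressing PTHR1 and a GloSensor cAMP reporter, 3,000/well, plated overnight, given luciferin plus IBMX (each 0.5 mM as added) for 1 h at 37 °C, then compound for 1 h at 37 °C. Luminescence was read after 15 min at room temperature.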
EPAC2 ag: qHTS for Agonist of cAMP-regulated guanine nucleotide exchange factor 4 (EPAC2): primary screen. Potency, µM (series often up to 154 µM), for the others: top-dose activation, usual class: activators. AID 720711, 2013. 360,000 tested, 0.079% active. EPAC2 activation, biochemical qHTS; response scale: 100% = 6.5 mM cAMP response. Rap guanine nucleotide exchange factor 4 (Homo sapiens), Q8WZA2; also: nearly all actives have a fitted effect of over 50% in size
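Readout is BODIPY fluorescence (480 nm excitation, 540 nm emission), which falls as labeled GDP is exchanged off Rap1B. EPAC2 at 100 nM acted on 250 nM RAP1B-BODIPY-GDP with 50 uM GDP present.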
FUS yeast rescue: qHTS for Suppressors of FUS Proteinopathy: Primary screen using FUS-linked yeast assay; Potency, µM (highest dose often 76.6 µM), for the others: at the highest dose growth rescue (activation), hits mostly activators; AID 1347120, 2019; S. cerevisiae FUS-expressing, growth rescue, OD600, 24 h; 390,000 tested, 0.24% active;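 also: plate controls were DMSO vehicle for no effect and reference control for full effect; nearly all actives have a fitted effect of over 55% in size; some results filed as inactive show a strong effect at the top dose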
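Compound concentration series was pinned onto galactose-induced FUS-expressing yeast seeded at OD 0.005. Plates sat 24hr at 30C; absorbance at 600 nm gave growth. DMSO served as background control.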
EPAC1 ag: qHTS for Agonist of cAMP-regulated guanine nucleotide exchange factor 3 (EPAC1): primary screen; 360,000 tested, 0.073% active; Potency, µM (series often up to 154 µM), without a hit: top-dose activation, hits mostly activators; EPAC1 agonist qHTS, biochemical assay; response scale: 100% = response to 6.5 mM cAMP; Rap guanine nucleotide exchange factor 3 (Homo sapiens), O95398; also: nearly all actives have a fitted effect of over 60% in size
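Nucleotide exchange by EPAC1 (100 nM) on Rap1B–BODIPY-GDP (250 nM) in the presence of 50 uM GDP is tracked fluorescently at 480/540 nm over 30 min. Signals are normalized to a 6.5 mM cAMP control.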
The depositor's hits bear a star; i = inactive; ? = inconclusive; · = not tested or not shown; & = joins results of further samples; [ ] = another dose, or the depositor's remark. Calls follow the shape of the dose curve; as a rule, active = well fitted curve in the direction sought with a large enough effect; inconclusive = small, poorly fitted or top-dose-only effect, or another doubt; inactive = no such curve, though single readings can be large; an effect the other way counts as inactive or inconclusive. Potency is read from the fitted curve at half-maximal effect. A portion of the library (hit frequency here may not be typical).

SMILES | EPAC2 antagonist | aSyn rescue | TDP-43 yeast inh | EPAC1 antag | PTHR1 ag | EPAC2 ag | FUS yeast rescue | EPAC1 ag
COc1cc(CCC(=O)Nc2cccc(C(F)(F)F)c2)cc(OC)c1OC | -1% | -6% | -1% | -8% | -2% | -6% | 9% | -5%
CSc1ccc(S(=O)(=O)N2c3ccccc3CC2C)cc1 (centres undefined) | -19% | 8% | -3% | -23% | -62%[inhibitor] | 21% | 4% | 6%
COc1cc(OC)cc(C(=O)NCC(=O)OCC(=O)Nc2cc(S(C)(=O)=O)ccc2Cl)c1 | -1% | -5% | 2% | -2% | -1% | 11% | 21% | -5%
Cc1occc1-c1nnc(SCC(=O)Nc2ccc(F)cc2)n1C | 5% | -1% | -27% | -3% | -22% | 7% | 9% | 5%
COC(=O)c1cc(S(=O)(=O)N2CCN(c3ccc(F)cc3)CC2)c[nH]1 | 5% | 0% | -6% | 8% | -35%[inhibitor] | -6% | 4% | -8%
COc1ccc2oc(=O)c(C(=O)NCc3cccnc3)cc2c1 | 12% | -13% | -10% | -3% | i | 6% | 2% | 2%
C/C(=N/Nc1ccc(C(=O)c2c(C)cc3ccccn23)cc1[N+](=O)[O-])c1ccc(O)cc1 | -6% | -4% | -34%[inhibitor] | -8% | -14% | 5% | 22% | 4%
CCOC(=O)Cn1nc(C)c(NC(=O)CCc2ccc(OC)cc2)c1C | -2% | -3% | -3% | -9% | i | 6% | -1% | 15%
O=C(Nc1ccccc1N1CCOCC1)c1ccc(N2CCCC2=O)cc1 | -10% | -5% | ? | 2% | -21% | 4% | -10% | 9%
N#CC1=C(N)N(c2ccccc2)C(=O)C1 | 9% | 5% | 16% | -9% | i | 1% | 4% | 1%
CSc1ncccc1C(=O)OCC(=O)N1CCc2ccccc21 | 4% | 0% | 11% | 2% | i | -5% | · | -7%
Cc1noc(C)c1COc1ccccc1C(=O)N1CCN(c2cccc(C(F)(F)F)c2)CC1 | -22% | 23% | ? | -9% | -32%[inhibitor] | -4% | 34% | -1%
Cc1cc(Cl)ccc1NC(=O)CN1CCN(C(=O)c2ccco2)CC1 | 0% | 1% | 8% | 8% | i | 7% | -18% | 11%
COc1ccc2c(c1OC)C(=O)OC2CC(=O)O (centres undefined) | -9% | -3% | -1% | -11% | i | 2% | 55% | 7%
Cc1csc(NC(=O)C2COc3ccccc3O2)n1 (centres undefined) | -8% | -10% | 24% | 6% | i | -7% | 16% | 0%
Cc1ccc(NC(=O)c2cnccn2)cc1C | 8% | -11% | ? | 1% | -18% | 4% | -29% | 12%
O=[N+]([O-])c1cc2ccccc2nc1-c1ccccc1 | -3% | 7% | -10% | -9% | -8% | 6% | 1% | 3%
COC(=O)c1cc(OC)c(OC)cc1NC(=O)CSc1nnc(-c2cccnc2)n1C | 0% | 1% | 0% | 0% | -11%[57.5 µM] | -2% | 12% | -3%
COc1cc(S(=O)(=O)N2CCC(N3CCCCC3)CC2)ccc1-n1cnnn1 | 8% | 0% | -3% | 10% | i | -3% | 36% | 7%
Cc1cc(O)c(Sc2ccccc2)c(=O)o1 | -11% | 0% | -8% | 2% | -13% | 7% | -1% | 6%
CN(CC(=O)N1CC(=O)N(CCc2ccccc2)C(=O)C1)S(=O)(=O)c1cccc2nsnc12 | 11% | 4% | 9% | -5% | i | -1% | 11% | 3%
Cc1ccc(S(=O)(=O)NCC(=O)N2CCOCCOCCOCCOCC2)cc1 | -5% | 1% | -7% | -19% | i | -10% | 2% | -1%
O=C(CCc1ccccc1)NCc1ccncc1 | 2% | -3% | -4% | -13% | ? | 12% | -2% | 14%
O=c1ncn(-c2ccccc2C(F)(F)F)c2ncccc12 | 14% | 6% | 18% | -2% | -24% | 4% | 1% | 7%
Cn1nc(C(F)(F)F)c(C(=O)Nc2ccc(F)cc2F)c1Oc1cccc(Cl)c1 | -4% | -8% | -28% | -3% | i | 11% | 11% | 9%
SMILES | EPAC2 antagonist | aSyn rescue | TDP-43 yeast inh | EPAC1 antag | PTHR1 ag | EPAC2 ag | FUS yeast rescue | EPAC1 ag
O=C(Nc1ccon1)c1cccc(S(=O)(=O)N2CCCCC2)c1 | 5% | 1% | 23% | 7% | -14% | -7% | -44% | -9%
CNc1nc(Cl)nc(Nc2ccccc2)n1 | -2% | 5% | 24% | -8% | -17% | -2% | -5% | 7%
COc1ccc(C(=O)N2CCN(S(=O)(=O)c3ccc(C)cc3)CC2)cc1S(=O)(=O)N1CCOCC1 | -2% | -4% | 5% | -24% | i | 7% | 33% | 1%
CCc1cccc(N(CC(=O)NCc2ccc(F)cc2)C(=O)c2csnn2)c1 | 1% | -4% | -16%[9.22 µM] | -2% | i | 2% | 7% | 6%
CC(NC(=O)C(CC(=O)OC(C)(C)C)NC(=O)OC(C)(C)C)C(N)=O (centres undefined) | 0% | -1% | 20% | 0% | -12%[57.5 µM] | 4% | 11% | 3%
CC1(C(=O)Nc2ccc3c(c2)OCO3)CCN1C(=O)Cc1cccs1 (centres undefined) | 0% | 16% | -3% | 4% | -8% | 11% | -6% | 6%
CCCC/S(CC1CC1(Cl)Cl)=N\S(=O)(=O)c1ccc(C)cc1 (centres undefined) | 22% | 16% | 19% | 9% | i | 10% | 26% | -1%
COC(=O)c1c(C)oc(C)c1S(=O)(=O)N1CCOCC1 | 11% | 4% | 15% | -4% | -11% | 9% | -5% | 20%
CC(C)(CNC(=O)c1ccccc1F)CNC(=O)c1ccccc1F | -7% | ? | -1% | -6% | i | 3% | 2% | 6%
O=C(Nc1ccnn1C1CCN(C/C=C/c2ccc(F)cc2)CC1)C1CCCC1 | -2% | -4% | -11% | -12% | ? | 4% | -4% | -17%
O=C(NN=C1CCCC1)c1ccccc1O | 13% | -7% | 11% | -6% | i | -2% | -7% | 1%
COc1ccc(NC(C)=O)c([N+](=O)[O-])c1[N+](=O)[O-] | -8% | 5% | -8% | -3% | i | 6% | 9% | 13%
CC(Oc1ccccc1)C(=O)Nc1nnc(S(=O)(=O)N2CCCCCC2)s1 (centres undefined) | ? | -21% | 20µM* | 4% | i | 8% | 0%&5% | 4%
Cc1cc(C)nc(SCC(=O)OCC(=O)Nc2nc3ccccc3s2)n1 | -13% | -3% | -19% | ? | -18% | 2% | 42% | -4%
CCCCOc1ccc(C(=O)N/C(=C\c2cccc([N+](=O)[O-])c2)C(=O)OCCC)cc1 | 2% | -12% | 13% | -3% | i | -7% | · | -11%
COc1cccc(C2C(C(C)=O)=C(O)C(=O)N2Cc2ccco2)c1 (centres undefined) | 8% | 2% | -6% | -13% | i | 4% | 24% | 2%
Cc1cc(=O)n2[nH]c(-c3ccc(F)cc3)cc2n1 | -2% | -17% | 22% | 10% | -2% | -3% | · | 3%
CCOc1ccc(C(C)=O)cc1CSC(=N)N | 4% | -5% | -12%[9.22 µM] | 14% | -22% | -7% | -3% | -2%
Cc1ccc(Cn2c(=O)n(CCC(=O)NCc3ccc4c(c3)OCO4)c(=O)c3ccccc32)cc1 | -3% | -1% | 8% | -11% | -2%[57.5 µM] | 1% | 24% | 14%
CCCC(=O)N1CCCC(c2nc(-c3cccc(OC)c3)no2)C1 (centres undefined) | 0% | 1% | 6% | -11% | -24% | -1% | 30% | -2%
CCCCCCCc1c(O)nc(SCCN(C)C)[nH]c1=O | 3% | 5% | 5% | -4% | i | 0% | 3% | -1%
O=Cc1cnc(N2CCCCC2)s1 | 3% | 4% | 1% | -12% | i | 5% | -9% | 5%
CCOC(=O)Cc1cc(=O)n2[nH]c(-c3ccccc3)cc2n1 | -2% | 1% | -23% | 1% | -25% | 6% | 18% | 6%
Cc1cc(=O)[nH]n(CCO)c1=O | 2% | 3% | 5% | 2% | i | 10% | -17% | -2%
O=C(NC1CC1)c1ccc2c(Cl)c3c(nc2c1)CCCC3 | -7%[57.1 µM] | -2% | 7% | -7% | -13% | 13% | -8% | -2%
SMILES | EPAC2 antagonist | aSyn rescue | TDP-43 yeast inh | EPAC1 antag | PTHR1 ag | EPAC2 ag | FUS yeast rescue | EPAC1 ag
O=C1COc2ccc(C(=O)COC(=O)Cc3ccsc3)cc2N1 | 13% | 2% | -18%[9.22 µM] | 7% | ? | 4% | ? | 9%
O=c1c2ccccc2ncn1Cc1ccco1 | -3% | 2% | -16% | 12% | -14%[57.5 µM] | 13% | 14% | 10%
COc1ccc(N2CCN(C(=O)CCCn3c(=O)[nH]c4cc(Cl)ccc4c3=O)CC2)cc1 | 8% | -4% | 5% | 1% | -19%[57.5 µM] | 2% | 16% | -2%
CC(C)NS(=O)(=O)c1ccc(OCC(=O)Nc2ccc3c(c2)OCCO3)cc1 | -2% | 14% | -4% | 1% | i | 12% | -7% | 13%
CN(CC(=O)NNC(=O)Cc1ccccc1F)S(=O)(=O)c1ccc(Cl)cc1 | 8% | -3% | 13% | -7% | -34%[inhibitor] | 7% | -1% | 7%
O=c1c2sccc2nc(SCc2cc(=O)n3cc(Cl)ccc3n2)n1Cc1ccccn1 | -1% | 9% | 29% | ? | -24% | 10% | 24% | 9%
COc1ccc(S(=O)(=O)NCCC(=O)NC(C)c2ccccc2)cc1 (centres undefined) | 0% | 2% | -4% | -8% | i | 5% | -3% | 4%
O=C1N=C(c2ccccc2)C(c2ccccc2)N1 (centres undefined) | 4% | 3% | -1% | 10% | i | 4% | 15% | -2%
O=C(Oc1ccc(C(=S)N2CCOCC2)cc1Br)c1ccccc1F | 18% | 10% | -1% | -11% | -46% | 0% | · | -1%
O=C1OC(COCC#Cc2ccccc2)CN1c1ccccc1 (centres undefined) | -16% | 12% | 0% | -6% | -4% | 12% | 17% | 5%
